TEAD-YAP inh: TEAD-YAP interaction inhibition; HEK-TIYL cells, TEAD-Gal4/YAP UAS-luciferase luminescence; inhibition, % at 9.12 µM; AID 1259422; actives 1.4% (n = 640,000); in the data active = inhibition above about 32%;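 note: 0% = median of test compound wells and 100% = reference inhibitor wells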
FBW7 activator: human FBW7 E3 ligase activation, primary screen. normalized activity (activation), % at 26.1 µM. actives 0.13% (n = 650,000). Q969H0. AlphaScreen FBW7–phospho-cyclin E peptide binding, activator screen; in the data active = normalized activity above about 1.9%;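 note: purified mutant Fbw7 with reduced substrate affinity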
Target sequence (Q969H0 whole entry, looked up): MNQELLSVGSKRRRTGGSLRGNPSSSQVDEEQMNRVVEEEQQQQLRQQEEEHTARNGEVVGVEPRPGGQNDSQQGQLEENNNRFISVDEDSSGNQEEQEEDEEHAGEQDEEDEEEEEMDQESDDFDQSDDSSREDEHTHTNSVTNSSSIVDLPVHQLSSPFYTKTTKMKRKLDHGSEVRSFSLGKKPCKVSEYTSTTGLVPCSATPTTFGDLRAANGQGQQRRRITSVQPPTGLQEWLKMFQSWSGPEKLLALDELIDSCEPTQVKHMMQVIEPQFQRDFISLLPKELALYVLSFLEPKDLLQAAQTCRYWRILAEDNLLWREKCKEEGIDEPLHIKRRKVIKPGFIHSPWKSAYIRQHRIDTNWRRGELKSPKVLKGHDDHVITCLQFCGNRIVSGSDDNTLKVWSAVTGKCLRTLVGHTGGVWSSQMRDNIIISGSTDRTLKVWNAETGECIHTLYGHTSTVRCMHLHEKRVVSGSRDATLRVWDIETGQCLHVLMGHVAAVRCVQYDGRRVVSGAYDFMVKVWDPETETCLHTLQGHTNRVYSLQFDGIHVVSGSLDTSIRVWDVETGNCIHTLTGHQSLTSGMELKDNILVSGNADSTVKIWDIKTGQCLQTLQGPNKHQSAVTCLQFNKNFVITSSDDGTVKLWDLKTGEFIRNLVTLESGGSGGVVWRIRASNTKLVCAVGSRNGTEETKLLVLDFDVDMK
GPR151 ag: activates the human receptor GPR151; PathHunter beta-arrestin GPR151 cells, luminescence; activation, % at 11.2 µM; actives 1% (n = 650,000); AID 1508602; in the data active = activation above about 4.9%;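 note: 0% = median of compound wells and 100% = cells with positive control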
MITF primary: inhibitors of human MITF; AlphaScreen MITF homodimerization, bead proximity signal; O75030; actives 0.91% (n = 650,000); inhibition, % at 2.6 µM; in the data active = inhibition above about 50%;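 note: 0% = vehicle wells with protein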
Numbers without * were called inactive; & = joins results of further samples. Hits appear at their usual frequency; about 3.4% have a hit in one of these screens.

SMILES	TEAD-YAP inh	FBW7 activator	GPR151 ag	MITF primary
CC(NC(=O)CC1Nc2cccc3cccc(c23)NC1=O)c1ccccc1 (centres undefined)	2	-0.2	-0.9	2
CCOC(=O)N1CCN(C(=S)Nc2cccc3ccccc23)CC1	4	-0.2	1.5	8
CN(C)c1ccc(NC(=O)CSc2nc3ccccc3c(=O)n2CCCN2CCCC2=O)cc1	12	-0.1	-0.5	7
O=C(O)C(=O)Cc1ccccc1	6	-0.1	-1.3	49
CCC(C(C)=O)C(=O)Nc1ccccc1OC (centres undefined)	11	-0.1	-0.3	2
O=C(NCCC1=CCCCC1)C(=O)NCCc1ccc(Cl)cc1	3	-0.1	0.2	2
O=C(c1ccc(C#Cc2ccccc2)o1)N1CCN(c2ccccn2)CC1	-15	-0.1	0.6	-6
CC(C(=O)OCC(=O)c1ccc(F)cc1)N1C(=O)c2cccc([N+](=O)[O-])c2C1=O (centres undefined)	3	-0.1	0.0	4
CN(C)CC/C=C1/c2ccccc2COc2ccccc21	-6&-12	0.1&0.0&-0.1	1.3&-0.6&0.8	13&-8&6
COc1ccc(CC(=O)Nc2cc(C)nn2-c2nc(C)c(C)c(=O)[nH]2)cc1	10	0.0	-1.3	17
COc1cc(Cl)c(C)cc1NC(=S)N(CCCN1CCOCC1)Cc1cccnc1	4	0.0	-0.8	4
Cc1cc(N2CC(C)CC(C)C2)nc2ccc(NC(=O)CCC(=O)N3CCCC3)cc12 (centres undefined)	-4	0.2	0.0	5
C=CCOC(=O)c1[nH]c2c(c1C)C(=O)CC(c1cc(OC)ccc1OC)C2 (centres undefined)	42*	0.1	0.5	-4
CCCN1CCC(N2C[C@H](NC3CCN(Cc4ccccc4)CC3)C[C@H]2C(=O)NC)CC1	0	-0.2	1.1	9
Cc1nc(C)n(-c2ccc(Nc3cc(-c4nn(CCc5ccccc5)cc4-c4ccccc4)ccn3)cc2)n1	9	-0.4	-0.1	1

Limited to MITF primary and GPR151 ag (2 entries from above):
SMILES | MITF primary | GPR151 ag
CCCN1CCC(N2C[C@H](NC3CCN(Cc4ccccc4)CC3)C[C@H]2C(=O)NC)CC1 | 9 | 1.1
CCC(C(C)=O)C(=O)Nc1ccccc1OC (centres undefined) | 2 | -0.3

Carrying on:
SMILES	TEAD-YAP inh	FBW7 activator	GPR151 ag	MITF primary
CS(=O)(=O)N(CC(=O)NC1CCCCC1)c1cccc(Cl)c1Cl	4	0.0	3.3	16
CC(C)n1cnc2c(NCc3ccccc3)nc(Nc3nccc4ccccc34)nc21	19	-0.1	2.2	7
O=C1N/C(=N/N=C/c2ccc(O)cc2)SC1c1ccccc1 (centres undefined)	0	0.1	-0.3	3
COc1ccc(CCNC(=O)CN2CCN(c3ncnc4c3nnn4C)CC2)cc1OC	-2	0.8	1.3	18
COc1ccc(S(=O)(=O)NCc2ccc(C)cc2)cc1OC	10	0.5	-0.3	7
CCN(CC)c1ncnc2c1c(-c1ccccc1)cn2-c1ccc(Br)cc1	2	-0.1	0.3	-1
CCOc1cccc(C(=O)Nc2ccc3oc(=O)ccc3c2)c1	-30	0.0	0.6	0
O=C(CSc1nc2ccsc2c(=O)n1C1CC1)OCc1ccccc1	5	0.2	0.7	-4
Cc1ccc2nc(C(F)(F)F)c(C(=O)N3CC(C)CC(C)C3)n2c1 (centres undefined)	-2	-0.1	0.4	-3
CCc1ccccc1-n1c(N2CCOCC2)n[nH]c1=S	-2	0.0	1.1	-14
CC(C)(C)C(=O)N1CCN(c2ccccc2[N+](=O)[O-])CC1	1	0.0	-1.6	-5
Cc1ccc2nc3n(c(=O)c2c1)CCC3	-1	1.6	-2.5	10
COc1ccc(Cl)cc1Nc1nc(C)cc(=O)[nH]1	-1	0.1	0.4	8
COc1ccc(C2(NC(=O)Cc3cn(C)c(=O)c4ccccc34)CCCC2)cc1	4	0.3	-0.8	9
OC1CCN(c2cc(-c3ccncc3)nc(-c3cccnc3)n2)CC1	11	-0.2	-1.8	2
O=C(NCCO)C(=O)Nc1cccc(Cl)c1	-20	0.0	-1.8	-11
Cc1c(NC(=O)N(c2ccccc2)c2ccccc2)c(=O)n(-c2ccccc2)n1C	10	0.5	1.1	-5
CCn1c(=O)n(CC(=O)Nc2ccc3c(c2)OC(C)(C)O3)c2cccnc21	4	0.0	0.8	1
Cc1ccc(-c2nn(CC(N)=O)c(=O)c3ccccc23)cc1	-3	0.3	0.2	16
Cc1ccc(NC(=O)CCNS(=O)(=O)c2cc(Br)cnc2N)cc1	7	-0.3	0.8	6
CCC(=O)NC(c1ccccc1)c1cc([N+](=O)[O-])c2cccnc2c1O (centres undefined)	-6	-0.9	-1.2	84*
O=C(Nc1nccs1)c1ccccc1Cl	-47	0.1	-0.3	3
CCOc1ccc(/C=C2/C(=O)C(C(=O)OC)=C(C)N2c2ccc(Cl)cc2)cc1	-7	0.0	0.7	6
COCCCn1c(=S)[nH]c2cc(Cl)ccc2c1=O	-1	-0.1	0.7	-2
Cc1ccc(N2C(=O)c3ccc(C(=O)Nc4ccccc4)cc3C2=O)cc1	-1	0.0	-0.7	2
COc1ccc2c(c1)NC(=O)CC(C)(C)O2	2	0.1	0.4	1
O=C(Nc1ccc(Cc2ccncc2)cc1)c1cc(Br)ccc1Cl	19	-0.1	0.0	9
CN(C)C(=O)c1c(NC(=O)c2cccc(Cl)c2)sc2c1CCC(C(C)(C)C)C2 (centres undefined)	-1	-0.2	0.2	2
COc1cc(OC)c(OC)cc1CN1CC(=O)N(c2ccccc2C)C(C)C1 (centres undefined)	-6	-0.1	-0.9	-10
CC1(C)CC(=O)C2=C(C1)OC(N)=C(C#N)C2c1cc(Br)ccc1F (centres undefined)	-7	0.0	-1.0	-10
CCOc1cc(C2C3=C(CCCC3=O)N(C)C3=C2C(=O)CCC3)cc(Br)c1O	1	0.6	0.3	19
Cc1cccc(-n2ncc3c(NCCCO)ncnc32)c1	-1	0.0	-0.3	12
O=C(Nc1nccs1)c1ccccc1C(F)(F)F	-1	-0.1	-0.3	-7
Cc1ccc(Cl)cc1Nc1nc2ccccc2n2cnnc12	-4	0.3	1.2	-7
Nc1nnnn1/N=C/c1ccccc1OCc1ccc(Cl)c(Cl)c1	-8	0.6	-1.5	6
O=C(COC(=O)c1cc(=O)c2ccccc2o1)Nc1cccc(F)c1	-2	0.1	-0.8	12
Cc1cc(OCC(=O)Nc2nccs2)cc(C)c1Br	-37	-0.4	-0.9	-6
COC(=O)Nc1ccc(S(=O)(=O)N2CCN(c3ccc(F)cc3)CC2)cc1	-2	-0.1	1.1	-12
COc1ccc(C(=O)N/C(=C/c2ccccc2)C(=O)N(CCO)CCO)cc1	-37	-0.1	0.4	9
C/C(=N\NC(=O)c1ccc(C(C)(C)C)cc1)c1cccnc1	-1	-0.2	2.0	-26
CC1CN(C(=S)c2cccc(O)c2)CC(C)O1 (centres undefined)	5	-0.1	0.1	3
Brc1ccc(C2Nc3cccc4cccc(c34)N2)s1	2	0.0	0.9	9
CC(=O)c1ccc(NC(=O)C2C3C=CC(C3)C2C(=O)O)cc1 (centres undefined)	1	0.0	-0.1	-2
Cc1cc(=O)[nH]c(SCC(=O)Nc2ccc(Cl)c(Cl)c2)n1	25	-0.2	-0.5	2
COc1ccccc1C1CC(c2ccc(Br)cc2)=NN1C(=O)c1cccnc1 (centres undefined)	5	-0.3	-0.3	11
CCOc1ccc(-c2nnn(CC(N)=O)n2)cc1OCC	-11	-0.1	-1.3	6
COCCNC(=O)CSc1nnc2c3cc(C)ccc3n(C)c2n1	-16	0.2	0.9	-1
O=C(NCC1CCCN1S(=O)(=O)c1ccccc1)C(=O)Nc1ccc(F)cc1 (centres undefined)	-15	-0.4	-0.2	1
Cc1cccc(C(=O)Nc2cccc(-c3nn4c(C)nnc4s3)c2)c1	20	0.1	-0.1	13
CCOc1cc(/C=c2/sc3nc4c(C)cc(C)cc4n3c2=O)cc(Cl)c1O	1	-0.1	1.1	3
Cc1ccc(NC(=O)CCC(=O)N/N=C/c2ccc(Br)s2)c(C)c1	-1	0.3	-1.1	16
NC(=O)COc1ccc(Br)cc1C1C2=C(CCCC2=O)NC2=C1C(=O)CCC2	2	0.1	-0.2	4
CCOC(=O)C1=C(C)N=c2s/c(=C\c3ccc(OC)c(OC)c3)c(=O)n2C1c1ccc2c(c1)OCO2 (centres undefined)	-4	0.2	-1.0	-8
COc1ccccc1CC(=O)Nc1cc(Cl)ccc1OC	-8	0.3	0.1	-6
O=C(NC1CC1)c1ccc(-c2nc(Nc3ccc(Oc4ccccc4)cc3)c3ncn(C4CCCCC4)c3n2)cc1	-3	-0.1	-1.7	8
C/C(CC(=O)Nc1ccc(N(C)C)cc1)=N\NC(=O)COc1ccccc1C	-9	0.0	0.1	-1
O=C(COc1ccccc1O)Nc1cccc([N+](=O)[O-])c1	-8	0.0	1.3	2
O=C(NCCO)C(=O)NCC(c1ccco1)N1CCN(c2ccccc2F)CC1 (centres undefined)	5	1.0	0.2	9
CCOC(=O)C(=O)Nc1nnc(-c2ccco2)s1	-6	0.0	3.3	-6
CCOc1ccccc1NC(=O)C(CC)Sc1nc2cc3c(cc2c(=O)n1Cc1ccco1)OCO3 (centres undefined)	2	0.0	-0.9	11

Among those listed so far, 8 have fluorine.
SMILES	TEAD-YAP inh	FBW7 activator	GPR151 ag	MITF primary
CC(C(=O)OCC(=O)c1ccc(F)cc1)N1C(=O)c2cccc([N+](=O)[O-])c2C1=O (centres undefined)	3	-0.1	0.0	4
Cc1ccc2nc(C(F)(F)F)c(C(=O)N3CC(C)CC(C)C3)n2c1 (centres undefined)	-2	-0.1	0.4	-3
CC1(C)CC(=O)C2=C(C1)OC(N)=C(C#N)C2c1cc(Br)ccc1F (centres undefined)	-7	0.0	-1.0	-10
O=C(Nc1nccs1)c1ccccc1C(F)(F)F	-1	-0.1	-0.3	-7
O=C(COC(=O)c1cc(=O)c2ccccc2o1)Nc1cccc(F)c1	-2	0.1	-0.8	12
COC(=O)Nc1ccc(S(=O)(=O)N2CCN(c3ccc(F)cc3)CC2)cc1	-2	-0.1	1.1	-12
O=C(NCC1CCCN1S(=O)(=O)c1ccccc1)C(=O)Nc1ccc(F)cc1 (centres undefined)	-15	-0.4	-0.2	1
O=C(NCCO)C(=O)NCC(c1ccco1)N1CCN(c2ccccc2F)CC1 (centres undefined)	5	1.0	0.2	9

The list goes on:
SMILES	TEAD-YAP inh	FBW7 activator	GPR151 ag	MITF primary
CCOC(=O)c1c(NC(=O)c2cc3ccccc3o2)sc2c1CCCC2	0	-0.1	-0.4	-1
O=C(c1nc2nc(-c3ccccc3)cc(C(F)(F)F)n2n1)N1CCCCC1	-3	0.0	-0.4	-7
O=C(O)c1cc(S(=O)(=O)Nc2ccc3c(c2)OCCO3)c(Cl)cc1Cl	36*	0.0	1.3	5
COc1ccc(NC(=O)CN(CCc2ccccc2)S(=O)(=O)c2ccc(OC)cc2)cc1	0	0.1	0.9	-12
O=C(Nc1ccccc1)NC1(C(=O)O)CCCCC1	-3	0.0	-0.6	-8
COC(=O)c1ccc2c(c1)C1CC(C)(O2)N(c2ccc(C)c(C)c2)C(=O)N1 (centres undefined)	-9	-0.1	1.0	7
CCOC(=O)C1CCCCN1C(=O)CCN1Cc2ccc(OC)cc2OC(C)C1 (centres undefined)	13	0.0	-0.1	6
Cc1onc(-c2c(F)cccc2Cl)c1C(=O)Nc1ccccc1C(N)=O	10	0.1	0.3	0
COc1cccc(C2CC(c3cccs3)=NN2C(=O)CSc2nnc(CNC(=O)c3ccco3)n2Cc2ccccc2)c1OC (centres undefined)	2	0.1	-1.2	9
O=C(C1CC(Cc2ccccc2)=NO1)N1CCOc2ccccc2C1 (centres undefined)	-2	1.1	-0.2	5
O=C(O)c1cn(-c2cc(C(F)(F)F)ccc2Cl)c(=O)c2ccccc12	-1	0.2	-0.8	2
O=C(/C=C\c1ccccc1)Nc1ccc(Cc2ccncc2)cc1	28	0.3	-1.4	8
CCOc1ccc(/C(O)=C2/C(=O)C(=O)N(CCN3CCOCC3)C2c2ccc(F)cc2)c(C)c1 (centres undefined)	2	0.4	-0.7	27
CC(=O)Nc1ccc(Nc2cc(Nc3ccncc3)nc(N)n2)cc1	-9	-0.1	-2.2	-17
c1nc(NCCN2CCOCC2)cc(NCCN2CCOCC2)n1	6	0.0	-0.5	7
Cc1ccc(-n2ncc3c(=O)n(CC(=O)Nc4cccc([N+](=O)[O-])c4)cnc32)cc1C	6	0.3	0.6	2
CCCNC(=O)Cn1ncc2c(C)n(Cc3ccccc3)c(C)c2c1=O	-9	-0.2	1.5	5
c1cc(Nc2ccc3c(c2)OCO3)nc(NCCN2CCOCC2)n1	-25	-0.1	-0.8	12
CCCCC(=O)Oc1c(Sc2ccccc2[N+](=O)[O-])c(C)nn1C(C)(C)C	18	-0.4	-0.8	-2
CCOc1ccc(NC(=O)c2ccc(F)c(S(=O)(=O)N3CCN(Cc4ccc5c(c4)OCO5)CC3)c2)cc1	21	0.6	0.3	12
CC(C)[C@@H](CO)Nc1ccc2ncc(-c3cccc(C(=O)O)c3)n2n1	11	-0.5	-0.9	1
Cc1cccc(OCC(O)CN2CCOCC2)c1C (centres undefined)	15	0.4	0.1	7
COc1ccc(OC)c(-c2cc(C3CCN(C(=O)OC(C)(C)C)CC3)[nH]n2)c1	-22	0.3	-1.3	15
COc1ccc(-c2nnn(CCCC(=O)c3ccc(O)cc3)n2)cc1	14	-0.2	-1.5	-14
COC(=O)c1ccc(-n2nnnc2SCc2c(C)cc(C)cc2C)cc1	3	-0.3	-0.3	-8

Compound activity as filed in PubChem.
